Compound activity from PubChem.
SR-BI DiI inh: mouse SR-BI HDL lipid transfer inhibition; ldlA[mSR-BI] CHO cells, DiI-HDL uptake fluorescence, 3 h; inhibition, % at 12.5 µM; 320,000 tested, 0.96% active; AID 488896;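 active = mean replicate inhibition of at least 70% and a set share of replicates each scoring 70 or more; inconclusive = meets just one of the two criteria; inactive = fails both criteria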;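 note: 0% = median of neutral control wells and 100% = median of positive control wells; values of inactives mirror those of a sister screen read the other way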
SR-BI DiI-HDL act: enhances SR-BI lipid uptake from DiI-HDL. AID 504775. activation, % at 12.5 µM. 320,000 tested, 0.096% active. CHO ldlA[mSR-BI] cells, DiI-HDL uptake fluorescence, 3 h; 100 = double the neutral-control signal;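 active = mean replicate activation of at least 60% and every replicate at or above 60%; inconclusive = mean or all-replicate condition met, but not both; inactive = mean below 60% and not all replicates reaching 60%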;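 note: 0% = median plate neutral-control signal and 100% = twice that signal; values of inactives mirror those of a sister screen read the other way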
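Test system: SR-BI-overexpressing, LDLR-lacking CHO cells; Also added: labelled HDL, 10 µg/mL; Measured by: bottom-read cell fluorescence after medium removal, ex 550/em 595 nm; Timing: 3 h uptake period with compound, 37 °C; Buffer or medium: F12, 0.5% BSA, 25 mM HEPES; Doses: single compound concentration, delivered by pin transfer.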
MITF act: activators of MITF-driven TRPM1 promoter activity in SK-MEL-5 cells; SK-MEL-5 TRPM1-promoter luciferase, 24 h; % of positive control, neutral wells = 0; activation, % at 12.5 µM; 300,000 tested, 0.75% active; AID 588334;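 active = mean activation of at least 80% with every replicate also reaching 80%; inconclusive = mean reaches 80% but some replicate falls short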;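 note: 0% = neutral control wells and 100% = parthenolide positive control wells; values of inactives mirror those of a sister screen read the other way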
NSD2 inh: blocks human histone methyltransferase NSD2; NSD2 peptide methylation, AlphaScreen, 120 min; 310,000 tested, 0.54% active; AID 743445; inhibition, % at 12.5 µM; in the data active = inhibition above about 50%
CDK5 inh: inhibitors of human CDK5/p35 kinase; Q00535+Q15078; Recombinant CDK5/p35, ADP-Glo luminescence, 60 min; inhibition, % at 10 µM; 330,000 tested, 0.01% active; AID 488839;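 active = highest replicate inhibition of at least 50% and at least 75% of replicates reaching 50%; inconclusive = only one of the two criteria met; inactive = both criteria failed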;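 note: plate controls were DMSO neutral control for no effect and GW8510 at 10 µM for full effect; many of its hits are not listed in these tables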
PKA-R1A activ: activates the PKA-R1A holoenzyme complex. P00514+P68181. PKA-R1A dissociation, Cy5-IP20 fluorescence polarization; scaled: DMSO 0%, 113 µM cGMP 100%. activation, % at 11.4 µM. 340,000 tested, 0.083% active;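 active = percent activation above the mean of all tested compounds plus 3 SD, cut at about 19% in these data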;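 note: higher means more PKAc released from R1A so a rise in polarization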
Mot1-301 SUMO: SUMOylation pathway inhibition by Mot1-301 growth rescue. growth rescue, % at 18.8 µM. S. cerevisiae Mot1-301 growth rescue, ATP luminescence, 38.5C; percent above DMSO median, 100 means doubled. 320,000 tested, 1% active;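 active = every valid replicate shows activation above 250% relative to neutral control wells; inactive = the rest, any valid replicate at or below 250%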;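 note: OY570 slx delta 5 strain wells were the positive control but not used for scaling; some compounds called inactive have numbers as strong as hits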
DSG3 Ab inh: human desmoglein-3 autoantibody binding inhibition; P32926; DSG3-coupled beads, scFv-anti-DSG3-GFP binding, flow cytometry; stronger effect = lower value; binding (percent of control), % at 10 µM; 310,000 tested, 0.48% active;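 active = binding more than 3 SD below its plate's average and above zero; inconclusive = below that plate limit but binding exactly zero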;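 note: hits lower antibody fragment binding to DSG3; some compounds called inactive have numbers as strong as hits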
PKA-R2B activ: activates the human PKA-R2B holoenzyme complex | 340,000 tested, 0.079% active | activation, % at 11.4 µM | PKA-R2B holoenzyme dissociation, Cy5-IP20 fluorescence polarization; R2B truncated from residue 108, S112A mutant; 0% DMSO only, 100% 113 µM cGMP;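 active = activation above a cutoff set at the mean over all compounds plus 3 SD, cut at about 18% in these data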;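 note: higher means more holoenzyme dissociation and a rise in polarization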
Target sequence (P31323 whole entry, looked up, other chains not shown, the tested form may be a part): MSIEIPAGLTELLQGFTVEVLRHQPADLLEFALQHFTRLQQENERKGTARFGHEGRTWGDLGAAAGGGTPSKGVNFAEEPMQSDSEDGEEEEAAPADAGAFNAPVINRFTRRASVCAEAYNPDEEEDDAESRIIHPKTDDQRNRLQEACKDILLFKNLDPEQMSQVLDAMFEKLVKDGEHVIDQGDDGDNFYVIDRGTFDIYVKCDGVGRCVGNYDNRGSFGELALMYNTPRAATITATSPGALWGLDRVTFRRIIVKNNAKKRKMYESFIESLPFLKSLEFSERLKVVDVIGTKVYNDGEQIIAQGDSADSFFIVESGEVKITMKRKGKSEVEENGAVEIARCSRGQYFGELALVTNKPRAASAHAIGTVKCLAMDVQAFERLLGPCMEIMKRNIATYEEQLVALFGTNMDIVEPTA
dFosB activator: activators of mouse delta FosB homodimer | 340,000 tested, 0.99% active | purified delta FosB, TAMRA-CDK5 oligo fluorescence polarization; percent of positive-control signal above neutral wells | activation, % at 25 µM | P13346 | AID 493131;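 active = mean activation above about 17%, with every replicate also reaching it, limit read from the data, passing the limit was not always enough; inconclusive = only one of the two conditions met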;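 note: fluorescence polarization rise as delta FosB binds a TAMRA Cdk5 AP-1 oligo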
Target sequence (P13346 whole entry, looked up): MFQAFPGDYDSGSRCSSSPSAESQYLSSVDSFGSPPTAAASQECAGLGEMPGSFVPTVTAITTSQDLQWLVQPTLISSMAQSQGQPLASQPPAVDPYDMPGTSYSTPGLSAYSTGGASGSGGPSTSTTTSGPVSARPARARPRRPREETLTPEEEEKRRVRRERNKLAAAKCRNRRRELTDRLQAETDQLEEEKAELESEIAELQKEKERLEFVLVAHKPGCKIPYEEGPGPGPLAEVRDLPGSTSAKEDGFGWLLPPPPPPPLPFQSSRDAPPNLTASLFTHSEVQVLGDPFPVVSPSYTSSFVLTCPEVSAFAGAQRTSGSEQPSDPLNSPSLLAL
Arrestin-AP2 inh: inhibitors of human beta-arrestin and AP2 interaction; FITC-arrestin peptide / GST-AP2 beads, flow cytometry; AP2 beta2 appendage carries R879A mutation; inhibition, % at 10 µM; 340,000 tested, 0.31% active; AID 504490;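 active = inhibition above a set limit, near 3 SD of compounds lacking own fluorescence, cut at about 54% in these data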;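 note: plate controls were DMSO wells for no effect and 5 µM unlabelled arrestin peptide for full effect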
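test system = AP2 appendage R879A on GSH beads | buffer or medium = PBS plus Tween 20 (0.05%) and BSA (0.1%) | incubation = 12 min plus 1 h, RT | detection = bead flow cytometry, FITC channel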
* hit, by the source's call; ? = inconclusive; . = not tested or not shown.

SMILES | SR-BI DiI inh | SR-BI DiI-HDL act | MITF act | NSD2 inh | CDK5 inh | PKA-R1A activ | Mot1-301 SUMO | DSG3 Ab inh | PKA-R2B activ | dFosB activator | Arrestin-AP2 inh
CC1(C)CC(=O)c2sc(NS(=O)(=O)c3cc(Cl)ccc3Cl)nc2C1 | . | . | -14 | -2 | -1.0 | 6 | -5 | 125 | 7 | 4 | -4
O=C(OCC(=O)C12CC3CC(CC(C3)C1)C2)c1cccnc1 | 3 | -3 | -7 | -12 | -0.6 | 2 | 16 | 103 | -5 | -14 | 8
Cc1ccc(Cn2ccc(NC(=O)c3noc4c3CCCCC4)n2)cc1 | 3 | -3 | 23 | -3 | -0.1 | -9 | 9 | 94 | -3 | -6 | -14
COc1ccc(C(=O)Nc2ccc(N3CCN(C(=O)C(C)C)CC3)cc2)cc1[N+](=O)[O-] | 46 | -46 | 9 | 7 | -0.4 | -4 | -4 | 106 | 1 | -2 | 21
COc1cc(C2/C(=C(\O)c3ccc4c(c3)CC(C)O4)C(=O)C(=O)N2CCN2CCOCC2)cc(OC)c1OC (centres undefined) | -10 | 10 | -2 | -1 | -0.3 | 0 | -2 | 109 | -16 | -6 | 15
COC(=O)C1=C(C)N(Cc2ccco2)C(=O)N[C@@H]1c1ccco1 | 4 | -4 | -1 | . | 1.4 | -2 | -16 | 103 | 3 | -6 | -13
COC(=O)c1c(C)oc2ccc(N(C(=O)c3ccncc3)S(=O)(=O)c3ccc(C)cc3)cc12 | 4 | -4 | -41 | -3 | 0.2 | -3 | -4 | 101 | 5 | 9 | -1
CCOC(=O)c1sc(NC(=O)c2cc(-c3ccccc3)nc3ccccc23)c(C#N)c1C | 30 | -30 | . | -3 | 0.6 | -2 | -20 | 104 | -2 | -9 | 6
FC(F)(F)c1cnc(Oc2cccc3ccccc23)c(Cl)c1 | -11 | 11 | 1 | 5 | 2.3 | -4 | 4 | 96 | -5 | -2 | 4
CCOc1ncccc1C(=O)OCC(=O)Nc1ccc(C)c(S(=O)(=O)N(C)C)c1 | 10 | -10 | 0 | 5 | -1.8 | -8 | -25 | 101 | -1 | -2 | -7
Fc1cccc(Nc2c3c(nc4ccccc24)CCC3)c1 | 24 | -24 | 5 | -2 | -0.6 | -1 | -3 | 100 | -7 | -9 | 13
O=C(NC(=S)N1CCCCC1)C12CC3CC(CC(C3)C1)C2 | -12 | 12 | 0 | . | 2.2 | -2 | 10 | 103 | -5 | -2 | -10
CCN(C(=O)COC(=O)c1cccnc1Nc1cccc(C(F)(F)F)c1)C1CCS(=O)(=O)C1 (centres undefined) | 9 | -9 | -17 | 5 | -0.1 | -9 | 1 | 104 | -4 | 5 | 8
CC(C)Oc1ccc(C(=O)NCc2cccnc2)cc1 | -14 | 14 | -5 | -3 | 2.0 | 0 | -7 | 106 | 3 | -3 | 28
O=C(CN1CCCC1)Nc1ccc([N+](=O)[O-])cc1 | -51 | 51 | -2 | -1 | -4.1 | -12 | 267 | 100 | -2 | -1 | -1
COC(=O)c1ccc(-c2noc(CN3CCCCC3c3nccn3C)n2)cc1 (centres undefined) | -1 | 1 | 7 | -1 | 5.3 | -5 | -14 | 104 | -10 | -2 | 33
C=CCn1c(NC(=O)c2ccc(C)cc2)c(C#N)sc1=N | 17 | -17 | -15 | -2 | 0.6 | -3 | 6 | 102 | 4 | -2 | -5
COc1ccc(S(=O)(=O)N2CCCCC2)cc1NC(=O)c1cccc(S(=O)(=O)N2CCOCC2)c1 | 31 | -31 | -3 | 0 | 0.0 | 5 | . | 104 | -3 | 0 | 19
Cn1c2c(c(=O)n(C)c1=O)C(CC(=O)Nc1ccc(F)cc1)C(=O)N2 (centres undefined) | -1 | 1 | -17 | -3 | 0.1 | 4 | 1 | 102 | -2 | -1 | 40
CSc1nsc(SC)c1NC(=O)OCc1ccccc1 | 17 | -17 | 19 | -3 | 0.9 | 1 | -16 | 104 | -3 | -1 | 4
O=C(COC(=O)Cc1ccccc1F)Nc1ccc2[nH]c(=O)[nH]c2c1 | 1 | -1 | -5 | -2 | 0.6 | 6 | 2 | 98 | 0 | -4 | -4
O=C1C(=C(c2ccccc2)c2ccccc2)Nc2ccccc21 | 20 | -20 | -20 | 28 | 0.6 | -6 | 96 | 92 | 2 | -8 | -2
CCc1c(C)nc(SCC(=O)N2CC(C)OC(C)C2)[nH]c1=O (centres undefined) | -10 | 10 | -1 | 0 | -0.3 | 7 | 2 | 97 | 3 | -2 | 46
O=C(NCc1ccc(Cl)cc1)c1ccc(Br)o1 | -10 | 10 | . | . | 2.4 | -1 | -17 | 100 | -10 | -1 | 33
CC(C)(C)C(=O)N(CCN(C(=O)C(C)(C)C)c1ccccc1)c1ccccc1 | 10 | -10 | -6 | -5 | -1.9 | -5 | -6 | 104 | -1 | -11 | 4
Cc1ccc2nc(-c3ccccn3)c(Nc3ccccc3C)n2c1 | . | . | -30 | 14 | -0.7 | -2 | 4 | 97 | -5 | -2 | -10
COc1ccc(C2C(C(=O)c3cccs3)=C(O)C(=O)N2c2nncs2)cc1 (centres undefined) | 1 | -1 | 9 | 6 | -0.3 | 1 | 41 | 107 | -5 | -1 | 10
CC1(C)C(c2cccs2)=[N+]([O-])C2(CCCCC/C2=N\NC(N)=S)N1O (centres undefined) | -12 | 12 | -14 | 8 | 1.6 | -20 | 10 | 100 | -9 | 2 | -4
Nc1nnc(-c2cc3ccccc3oc2=O)s1 | -20 | 20 | . | 2 | -0.3 | -13 | -13 | . | -1 | -3 | -5
O=C(c1ccc(Cl)c([N+](=O)[O-])c1)N(Cc1ccc(F)cc1)C1CCS(=O)(=O)C1 (centres undefined) | -175 | ? | . | 1 | -0.5 | -3 | -4 | . | -8 | -6 | 9
CN(c1ccccc1)S(=O)(=O)c1ccc(C(=O)Nc2nnc(-c3ccco3)o2)cc1 | -35 | 35 | 6 | 2 | 0.2 | -14 | 40 | 89 | 5 | 0 | 16
COc1ccc(C(CNC(=O)COc2ccc(Br)cc2F)N2CCCC2)cc1 (centres undefined) | -20 | 20 | -1 | -1 | -0.5 | -2 | . | 93 | 5 | -3 | 5
C#CCOCCOCCOCCNc1nc(N2CCN(C(=O)[C@H]([C@@H](C)CC)n3cc(CCCN=C(N)N)nn3)CC2)nc(N2CCN(C(=O)[C@H](CCCCN)n3cc(CCCC)nn3)CC2)n1 | 13 | -13 | 0 | . | 0.4 | -9 | 12 | 105 | -8 | 3 | 8
Cc1cccc(Cc2nnc(NC(=O)c3cccc(S(=O)(=O)N4CCOCC4)c3)s2)c1 | -13 | 13 | -15 | 1 | -0.3 | -9 | -6 | 103 | -10 | -2 | -1
Cn1ccc(C(=O)NC(=S)N2CCSCC2)n1 | 7 | -7 | -6 | 14 | 0.8 | -6 | -8 | 107 | -6 | -3 | -16
COCC1CCN(Cc2nc(-c3ccc4c(c3)OCO4)no2)C1 (centres undefined) | -10 | 10 | 41 | 3 | -1.7 | -6 | -11 | 103 | -6 | -4 | -18
O=C(NCCc1cn2ccccc2n1)c1cc(COc2ccc3ncccc3c2)on1 | 4 | -4 | -25 | -7 | -0.1 | 12 | -7 | 100 | 7 | -13 | 1
c1ccc(CSc2nnc(-c3ccncc3)o2)cc1 | -8 | 8 | 41 | 0 | 6.7 | -6 | -8 | 99 | -6 | -9 | 9
CSC1=C(C#N)C(c2cccc(Br)c2)CC(=O)N1 (centres undefined) | -40 | 40 | 12 | -2 | -0.2 | -6 | -7 | 110 | 3 | -3 | -6
C/C(O)=c1/ccc2cccc3nc(C)nc1c23 | 17 | -17 | -7 | . | 2.4 | 3 | -14 | 98 | -2 | -13 | 26
O=C(COc1ccc(Cl)cc1)N1CCN(c2ccc([N+](=O)[O-])c(N3CCOCC3)c2)CC1 | 6 | -6 | 4 | 0 | 1.3 | 3 | 277 | 94 | 4 | -4 | -7
COc1ccc(CCN2C(=O)C3C4C=CC(C3C2=O)C2C(=O)N(CCc3ccc(OC)c(OC)c3)C(=O)C42)cc1OC (centres undefined) | 31 | -31 | -11 | 2 | -1.1 | -3 | -6 | 99 | -1 | -2 | -5
Cc1cc(C)c(OCCCCCNCCO)c(C)c1 | 3 | -3 | -2 | 1 | 0.3 | -3 | 3 | . | -13 | -1 | -26
O=C(CSc1n[nH]c(-c2ccco2)n1)Nc1ccccc1Cl | . | . | 1 | 2 | -4.2 | 1 | -4 | 43* | 4 | 0 | 8
CCOC(=O)C1=C(c2ccccc2)OC(N)=C(C#N)C1C(C)C (centres undefined) | -17 | 17 | -11 | 0 | -2.9 | -2 | -24 | 96 | -2 | -14 | -8
O=C(Nc1nncs1)c1ccc(N2C(=O)C3C4C=CC(C4)C3C2=O)cc1 (centres undefined) | -2 | 2 | 10 | 7 | -1.1 | 3 | -10 | . | 9 | -9 | -5
CCCS(=O)(=O)c1c(S(=O)(=O)CCC)c2c3ccccc3ccn2c1C(N)=O | -10 | 10 | . | -3 | 0.4 | -5 | -29 | 98 | -1 | 1 | -1
COCCCNC(=O)c1ccc(Cn2c(=O)c3ccccc3n(Cc3ccc(C)cc3)c2=O)cc1 | 30 | -30 | -11 | -1 | 3.9 | 9 | 5 | 104 | -2 | 4 | 22
COc1cccc(-n2c(=O)c3cc(OC)c(OC)cc3n(CC(=O)Nc3cc(C)[nH]n3)c2=O)c1 | 15 | -15 | 11 | 0 | -0.8 | -7 | 7 | 116 | -10 | -4 | -13
Cc1ccc2cccc(OCC(=O)Nc3ccc(N4CCOCC4)cc3)c2n1 | 11 | -11 | 10 | 4 | -2.3 | -6 | -2 | 101 | -5 | -3 | -11
Cc1ccc(S(=O)(=O)N2CCC(Oc3cccc(C(F)(F)F)c3)CC2)cc1 | 11 | -11 | 10 | 3 | 0.2 | -6 | 4 | 94 | -5 | -7 | 7
Fc1ccc(C[n+]2csc3ccccc32)cc1 | 31 | -31 | -12 | 6 | 0.8 | -2 | 33 | 97 | -2 | -5 | 8
